# Epigenetic reg – Quantitative High-Throughput Screen for Regulators of Epigenetic Control | murine LDR cells, GFP reporter derepression, 30 h | Potency, µM (titrated, usually from 53.9 µM), without a hit: top-dose GFP activation, actives largely listed as activators | 280,000 tested, 0.2% active | AID 1865, 2009; further: potency means the concentration at half of the fitted maximal effect; % of control where 0% means no effect; nearly all actives have a fitted effect of over 60% in size
#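 GFP-positive cell count by laser-scanning cytometry (objects 20–120 um) after 30 h, 37 C compound exposure of murine LDR cells; reporter is CMV-GFP integrated at a silenced locus, inducible by HDAC or DNMT inhibitors.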
# NPSR antag – qHTS Assay for Antagonists of the Neuropeptide S Receptor: cAMP Signal Transduction; Potency, µM (top dose mostly 38.3 µM), without a hit: at the highest dose activity change, negative = inhibition, most hits filed as inhibitors; 220,000 tested, 1% active; Q6W5P4; AID 1461, 2008; CHO-NPSR cells, cAMP TR-FRET, antagonist mode; further: potency means the concentration at half of the fitted maximal effect; on the % scale 0 is the no-effect control and ±100 the full control effect; nearly all actives have a fitted effect of over 50% in size; many of its hits are not listed in these tables
# TR SRC2 fluor cs – Total Fluorescence Counterscreen for Inhibitors of the Interaction of Thyroid Hormone Receptor and Steroid Receptor Coregulator 2 | Potency, µM (series often up to 106 µM), without a hit: top-dose fluorescence change, negative = quenching | AID 1479, 2009 | 280,000 tested, 0.29% active | TRb/SRC2 Texas Red total fluorescence interference; active means well fitted curve in either direction with a large enough effect; inconclusive means small, poorly fitted or top-dose-only effect; further: potency means the concentration at half of the fitted maximal effect; on the % scale 0 is the no-effect control and ±100 the full control effect
#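 Human TRβ ligand-binding domain (0.6 uM) and Texas Red SRC2 peptide (20 nM) in Tris buffer with 1 uM T3 and 5% DMSO were incubated with pinned compound for 5 hr at ambient temperature. Total fluorescence was computed as S + 2P (555/632 nm).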
# aGal spleen mod – qHTS Assay for Inhibitors and Activators of Human alpha-Galactosidase From Spleen Homogenate; 240,000 tested, 0.008% active; Alpha-galactosidase A (Homo sapiens), P06280; AID 2107, 2009; human spleen homogenate, 4MU-alpha-Gal fluorescence, 40 min; Potency, µM (titrated, usually from 80 µM), without a hit: at the highest dose activity change, negative = inhibition, most hits filed as inhibitors;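 further: potency means the concentration at half of the fitted maximal effect; 0% = enzyme with vehicle and -100% = no enzyme basal signal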
#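 Spleen homogenate 1 ug + cpd (titration) + 4-MU-alpha-D-galactopyranoside 1 mM; 37C 40 min; 50 mM citrate/phosphate pH 5.0, 0.01% Tween-20; stop pH 10; fluorescence 365/440; AC50 via Hill.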
# TRb-SRC2 inh – qHTS for Inhibitors of the Interaction of Thyroid Hormone Receptor and Steroid Receptor Coregulator 2. TRbeta-SRC2 peptide binding, fluorescence polarization; receptor liganded with 1 µM T3. Potency, µM (series often up to 106 µM), for inactives: top-dose activity change, negative = inhibition, usual class: inhibitors. 280,000 tested, 0.065% active. AID 1469, 2008;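 further: potency means the concentration at half of the fitted maximal effect; plate controls were bound peptide for no effect and peptide without receptor for full effect; nearly all actives have a fitted effect of over 50% in size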
# Target sequence (P10828 whole entry, looked up): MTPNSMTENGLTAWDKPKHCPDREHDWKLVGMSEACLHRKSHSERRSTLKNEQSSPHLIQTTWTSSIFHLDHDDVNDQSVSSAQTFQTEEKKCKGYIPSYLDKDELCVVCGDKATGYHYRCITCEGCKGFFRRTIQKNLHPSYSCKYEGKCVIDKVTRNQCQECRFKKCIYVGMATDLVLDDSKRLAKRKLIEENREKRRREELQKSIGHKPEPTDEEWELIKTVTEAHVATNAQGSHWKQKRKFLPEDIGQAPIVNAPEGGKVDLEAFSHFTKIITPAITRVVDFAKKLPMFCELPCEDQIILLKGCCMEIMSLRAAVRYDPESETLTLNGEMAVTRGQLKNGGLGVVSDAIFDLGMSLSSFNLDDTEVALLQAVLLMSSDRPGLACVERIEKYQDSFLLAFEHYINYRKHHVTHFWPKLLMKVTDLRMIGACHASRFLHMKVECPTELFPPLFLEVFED
#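 Compounds were added to 0.6 uM TRb ligand-binding domain and 20 nM Texas Red-labeled SRC2 peptide in Tris buffer containing 1 uM T3, incubated 5 hr at ambient temperature, then read by fluorescence polarization.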
# CBFb RUNX1 block – qHTS Assay for Compounds Blocking the Interaction Between CBF-beta and RUNX1 for the Treatment of Acute Myeloid Leukemia; Runt-related transcription factor 1 (Homo sapiens) + Core-binding factor subunit beta …; AlphaScreen CBFb-His/RUNX1-biotin binding, biochemical; Potency, µM (doses to about 59.8 µM), without a hit: at the top dose activity, negative = inhibition, usual class: inhibitors; 230,000 tested, under 10 active; further: % of control where 0% means no effect
# Target sequence (Q01196 whole entry, looked up): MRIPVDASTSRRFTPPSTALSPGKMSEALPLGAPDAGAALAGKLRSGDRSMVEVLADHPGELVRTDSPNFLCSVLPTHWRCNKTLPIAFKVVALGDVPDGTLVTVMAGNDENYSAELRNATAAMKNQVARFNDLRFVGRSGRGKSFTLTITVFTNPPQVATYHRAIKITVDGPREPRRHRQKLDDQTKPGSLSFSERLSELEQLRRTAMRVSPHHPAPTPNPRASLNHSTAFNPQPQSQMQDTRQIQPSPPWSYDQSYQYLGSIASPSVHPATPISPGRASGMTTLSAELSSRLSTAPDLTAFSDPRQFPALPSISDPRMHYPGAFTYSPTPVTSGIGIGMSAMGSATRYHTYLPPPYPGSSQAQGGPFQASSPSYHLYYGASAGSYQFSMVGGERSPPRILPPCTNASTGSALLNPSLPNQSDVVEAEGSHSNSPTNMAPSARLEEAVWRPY
# Target sequence (Q13951 whole entry, looked up): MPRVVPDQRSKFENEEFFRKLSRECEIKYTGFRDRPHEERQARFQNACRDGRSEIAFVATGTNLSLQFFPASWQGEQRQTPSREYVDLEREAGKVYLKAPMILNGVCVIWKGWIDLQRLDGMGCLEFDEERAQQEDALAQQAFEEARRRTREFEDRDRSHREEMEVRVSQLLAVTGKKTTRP
#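 Compounds were screened at multiple concentrations against a preformed CBF-beta(His)/RUNX1(biotin) complex (30 nM of each) for 15 min at room temperature, followed by 90 min with nickel and streptavidin beads and AlphaScreen reading.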
# Tau FP inhib – qHTS for Inhibitors of Tau Fibril Formation, Fluorescence Polarization. Microtubule-associated protein tau (Homo sapiens), P10636. K18 P301L tau heparin fibrillization, Alexa594 FP, 6 h. Potency, µM (series often up to 57.7 µM), for the others: top-dose activity, negative = inhibition, usual class: inhibitors. 280,000 tested, 0.39% active. AID 1468, 2008; further: potency means the concentration at half of the fitted maximal effect; on the % scale 0 is the no-effect control and ±100 the full control effect; nearly all actives have a fitted effect of over 55% in size
#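 Read-out: fluorescence polarization of Alexa 594-labeled tau (0.24 uM), 555 nm excitation, 632 nm emission. Mixtures held 15 uM unlabeled K18 P301L, compound and 20 uM heparin, pH 7 acetate buffer, incubated 6 hr at 37 C.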
# Tau fluor cs – Counterscreen qHTS for Inhibitors of Tau Fibril Formation, Fluorescence Polarization | tau K18 P301L (four-repeat tau fragment) Alexa594 fluorescence, heparin fibrillization | Potency, µM (doses to about 57.7 µM), for inactives: at the top dose activity change, negative = decrease | 280,000 tested, 0.93% active | AID 1463, 2008; further: potency means the concentration at half of the fitted maximal effect; on the % scale 0 is the no-effect control and ±100 the full control effect; nearly all actives have a fitted effect of over 55% in size
#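 Human K18 P301L tau (15 uM unlabeled plus 0.24 uM Alexa 594-labeled, final) in 100 mM sodium acetate pH 7 was mixed with compound and 20 uM heparin and incubated 6 hr at 37 C.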
# * hit, by the source's call; ? = inconclusive; · = not tested or not shown; & = joins results of further samples; [ ] = dose if it differs, or a comment. Unless noted, the call rests on the fitted dose curve; in most records, active means well fitted curve in the direction sought with a large enough effect; inconclusive means small, poorly fitted or top-dose-only effect, or another doubt; inactive means no such curve, though single readings can be large; an effect the other way counts as inactive or inconclusive. Not all compounds are listed; rates above refer to the full screens.
SMILES,Epigenetic reg,NPSR antag,TR SRC2 fluor cs,aGal spleen mod,TRb-SRC2 inh,CBFb RUNX1 block,Tau FP inhib,Tau fluor cs
N#Cc1c(N)c(C#N)c(-c2ccc(O)cc2)c2c1CCCC2,-2.4%,-1%[7.67 µM],0%,4%,-2%,0%,-7%,-27%
CCCS(=O)(=O)NCCc1cc2c(C)ccc(C)c2[nH]c1=O,-4.2%,10%,0%,-4%,4%,4%,-3%,-3%
COc1ccc(CCNC(=O)CSc2ccc3ccccc3c2)cc1OC,1.0%,12%[46.1 µM],1%,2%,0%,-9%,-2%,-17%
O=C(c1cnn(-c2cccc(F)c2)c1-n1cccc1)N1CCN(c2ccccc2F)CC1,-1.5%,·,1%,·,4%,·,5%,-11%
Cc1c(CCOC(=O)c2ccc([N+](=O)[O-])cc2)sc[n+]1CC(=O)c1ccccc1,3.8%,-30%,-1%,8%,-5%,-10%,-3%,-27%
COc1ccc2c(c1)sc1ncc(C(=O)NCc3ccc(Cl)cc3)c(=O)n12,0.0%,·,5%,·,3%,·,3%,-12%
CCCN(CCC)C(=O)c1ccccc1C(=O)N(CCC)CCC,-1.0%,8%[46.1 µM],-3%,0%,2%,2%,1%,3%
CCCCCn1c(SC(C)C(C)=O)nc2c1c(=O)[nH]c(=O)n2C (stereo not given),-5.5%,-4%[46.1 µM],0%,4%,3%,-2%,1%,-5%
O=C(c1ccco1)N1CCN(/C(=N/S(=O)(=O)c2cccs2)c2ccccc2Cl)CC1,0.5%,1%[46.1 µM],0%,-5%,6%,9%,1%,-8%
O=C1NCCN1C(=O)N(c1ccccc1)c1ccccc1,-0.9%,-8%[46.1 µM],0%,1%,1%,-1%,2%,1%
CCOc1ccc(S(=O)(=O)NCc2cccs2)cc1,0.8%,-26%[46.1 µM],-6%,5%,-3%,13%,5%,-6%
Cn1c(CC(=O)Nc2ccccc2)nnc1SCC(=O)c1ccccc1,0.0%,?,0%,-3%,-7%,1%,?,-15%
CCOC(=O)N1CCN(C(=O)Nc2ccc3nccnc3c2)CC1,1.2%,-9%[46.1 µM],-1%,9%,0%,5%,1%,5%
COc1ccc2cc(C(=O)NCc3ccc4c(c3)CCN4C(=O)c3ccc(F)cc3)[nH]c2c1,-0.5%,·,-1%,·,-2%,·,6%,-27%
COc1cc(NC(=O)C(=O)Nc2ccc3nc4n(c(=O)c3c2)CCCCC4)cc(OC)c1OC,1.0%&-0.9%,-2%,-4%&-2%,5%,-7%&-1%,-2%,-10%,2%

# Limited to CBFb RUNX1 block and NPSR antag (two entries from above):
SMILES | CBFb RUNX1 block | NPSR antag
O=C(c1ccco1)N1CCN(/C(=N/S(=O)(=O)c2cccs2)c2ccccc2Cl)CC1 | 9% | 1%[46.1 µM]
N#Cc1c(N)c(C#N)c(-c2ccc(O)cc2)c2c1CCCC2 | 0% | -1%[7.67 µM]

# Back to the main list, starting 3 compounds before the break.
SMILES,Epigenetic reg,NPSR antag,TR SRC2 fluor cs,aGal spleen mod,TRb-SRC2 inh,CBFb RUNX1 block,Tau FP inhib,Tau fluor cs
CCOC(=O)N1CCN(C(=O)Nc2ccc3nccnc3c2)CC1,1.2%,-9%[46.1 µM],-1%,9%,0%,5%,1%,5%
COc1ccc2cc(C(=O)NCc3ccc4c(c3)CCN4C(=O)c3ccc(F)cc3)[nH]c2c1,-0.5%,·,-1%,·,-2%,·,6%,-27%
COc1cc(NC(=O)C(=O)Nc2ccc3nc4n(c(=O)c3c2)CCCCC4)cc(OC)c1OC,1.0%&-0.9%,-2%,-4%&-2%,5%,-7%&-1%,-2%,-10%,2%
CCCCN(Cc1ccco1)C(=O)Cn1ncc2c([nH]c3ccccc32)c1=O,2.5%,·,9%,·,10%,·,2%,-14%
O=C(C1CC1)N1CCc2cc(Br)cc(S(=O)(=O)NCc3ccco3)c21,1.6%,3%[46.1 µM],-1%,6%,-7%,5%,5%,-7%
CC(=O)N/C(=C\c1ccc(Br)s1)C(=O)O,-1.7%,22%,-1%,3%,14%,-10%,5%,5%
CN(C)S(=O)(=O)c1ccc(C(=O)N2CCC(c3nc4ccccc4o3)CC2)cc1,-12%,?,1%,-1%,-1%,4%,1%,4%
Cc1ccc(Nc2sc(C(=O)c3ccccc3)c(N)c2C(=O)NC(C)C)cc1,-1.3%,·,2%,·,4%,·,0%,-25%
Cc1ccc(C)c(OCC(O)CN2CCC(CN3C(=O)c4cccc5cccc(c45)C3=O)CC2)c1 (stereo not given),0.0%,-14%,-1%,2%,0%,-6%,4%,1%
CC(=O)c1ccc(OCCCC(=O)Nc2cccc(S(=O)(=O)N(C)C)c2)cc1,0.0%,-6%,0%,8%,-2%,8%,-13%,-6%
CCCCN(Cc1ccccc1)C(=O)C1CCN(Cc2sccc2C)CC1,14%,-16%,-1%,-12%,-5%,14%,2%,4%
COC(=O)[C@H]1[C@@H](C)N(Cc2ccccc2)C(=O)N[C@H]1c1ccccc1,·,·,-1%[11.2 µM],-4%[17.5 µM],0%[11.2 µM],-4%[13.1 µM],-2%[11.6 µM],-12%[11.6 µM]
Cc1cc(C)cc(NC(=S)NCCc2c[nH]c3ccccc23)c1,0.2%,-25%,-1%,1%,-3%,-20%,-1%,16µM*[quencher]
COc1cc(Cl)c(C)cc1NC(=O)c1ccc2c(SCC(=O)O)c3c(nc2c1)CCCC3,-0.3%&1.1%,-32%,-1%&-1%,-8%,-1%&7%,-5%,?,2%&-4%
Clc1cccc(Cl)c1COc1ccncc1,-0.9%,10%,-3%,-3%,1%,5%,-5%,-5%
Cc1ccccc1N1CCN(S(=O)(=O)c2nnc(NC(=O)c3ccc(C(C)C)cc3)s2)CC1,1.1%,·,-10%,·,-5%,·,-4%,-17%
O=C(c1cn[nH]c1)c1cc(F)ccc1O,-0.9%,-13%[46.1 µM],-3%,-10%,-10%,5%,-8%,-3%
Cc1sc2nc3n(c(=O)c2c1C)Cc1ccccc1-3,-1.8%,?,-2%,0%,-1%,4%,0%,3%

# Random excerpt: 2 entries already listed, in no set order.
SMILES,Epigenetic reg,NPSR antag,TR SRC2 fluor cs,aGal spleen mod,TRb-SRC2 inh,CBFb RUNX1 block,Tau FP inhib,Tau fluor cs
Cc1cc(C)cc(NC(=S)NCCc2c[nH]c3ccccc23)c1,0.2%,-25%,-1%,1%,-3%,-20%,-1%,16µM*[quencher]
O=C(c1ccco1)N1CCN(/C(=N/S(=O)(=O)c2cccs2)c2ccccc2Cl)CC1,0.5%,1%[46.1 µM],0%,-5%,6%,9%,1%,-8%

# Next structures follow:
SMILES,Epigenetic reg,NPSR antag,TR SRC2 fluor cs,aGal spleen mod,TRb-SRC2 inh,CBFb RUNX1 block,Tau FP inhib,Tau fluor cs
Cc1ccc(N(C(=O)c2ccc(CN3CCOCC3)o2)C(C(=O)NCCC(C)C)c2cccs2)c(C)c1 (stereo not given),0.0%,-23%,1%,-9%,8%,11%,2%,5%
COc1ccccc1NC(=S)NC1CCCCCCCCCCC1,0.1%,?,-5%,-3%,-1%,-6%,-8%,-19%
CCOC(=O)C1CCCN(c2c(NCCc3ccc(C)cc3)c(=O)c2=O)C1 (stereo not given),0.0%,-5%,-6%,0%,6%,3%,-8%,-14%
O=c1c2cnn(-c3ccccc3)c2ncn1Cc1cccnc1,0.0%,-14%[46.1 µM],-2%,10%,-5%,-1%,4%,1%
CC(C)[C@H](NC(=O)c1cccc(S(=O)(=O)N2CCCC2)c1)c1nc2ccccc2[nH]1,-1.1%,-1%[46.1 µM],-7%,-5%,4%,2%,5%,2%
CCOc1ccc(NC(=O)CSc2cn(CC(=O)N3CCCCCC3)c3ccccc23)cc1,3.5%,·,0%,·,-1%,·,-11%,-17%
CC(=O)c1cccc(NC(=O)CN(Cc2ccccc2)S(C)(=O)=O)c1,0.0%,11%[46.1 µM],-4%,-3%,2%,18%,-14%,-4%
C=C(C)COc1ccc(-c2n[nH]c(C)c2-c2ccc(Br)cc2)c(O)c1,-1.1%,?,2%,6%,-4%,1%,?,-6%
CCc1c(O)c(-c2ccccc2)c(=O)n(-c2ccccn2)c1-c1ccccc1,1.7%,-2%[7.67 µM],-2%,6%,0%,5%,4%,0%
CCN(CC)C(=O)N1CCN(S(=O)(=O)c2ccc(C)c(C)c2)CC1,-1.0%,-2%[46.1 µM],0%,6%,-7%,11%,3%,1%
CCC(NC(=O)c1ccccc1NC(=O)c1ccco1)C(=O)O (stereo not given),-5.4%,-3%[46.1 µM],3%,-5%,-10%,3%,0%,2%
COc1ccc(-c2noc(-c3ccc(N4CCCC4)c([N+](=O)[O-])c3)n2)cc1,0.0%,·,1%,·,5%,·,0%,-8%
COC(=O)c1[nH]c2ccc(C)cc2c1NS(=O)(=O)c1ccc(F)c(C)c1,-0.2%,-24%[46.1 µM],-1%,11%,-6%,-5%,0%,-3%
CC(Oc1ccc(C(=O)NC2CCCCC2)cc1)C(=O)O (stereo not given),-2.1%,?,3%,-6%,8%,10%,-6%,-1%
Cc1ccc(S(=O)(=O)N(C)c2ccc(OCC(=O)Nc3nc4ccccc4s3)cc2)cc1,-3.0%,3%,2%,-2%,-2%,-6%,?,?
Cn1c(=O)c2c(c3ccccc31)OC(C)(C)CC2,0.0%,19%,0%,8%,7%,-1%,0%,5%
Cc1noc(/C=C/c2ccc(-c3ccccc3Cl)o2)c1[N+](=O)[O-],7.1µM*,-4%[46.1 µM],2%,-7%,3%,0%,3%,-6%
c1cncc(-c2nn3c(Cn4cnc5ccccc54)nnc3s2)c1,-16%,3%[46.1 µM],0%,2%,-15%,-8%,-14%,2%
